High-throughput results: PubChem BioAssay, several laboratories
Cardio protect: modulators protecting cardiomyocytes from myocardial damage; protection from H2O2 cell death, % at 20 µM; H9c2 cardiomyocytes, H2O2 injury protection, ATPLite, 2 h; 360,000 compounds, 0.63% hits; AID 588492;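 active means compounds giving at least 50% protection of heart cells from peroxide-induced death in the single-dose screen, raw or plate-pattern-corrected value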;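 further: 0% = DMSO wells with peroxide and 100% = DMSO wells without peroxide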
HTR2A ag: agonists of mouse serotonin 5-HT2A receptor (HTR2A); P35363; CHO-K1 mHTR2A beta-arrestin complementation, luminescence; percent of 30 µM serotonin response; activation, % at 7.6 µM; 360,000 compounds, 0.66% hits;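 active means activation above a run cutoff, the mean activation of all tested compounds plus 3 SD, cut at about 14% in these data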;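 further: 0% = plate median of compound wells and 100% = 30 µM serotonin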
aDG glyco act: increases alpha dystroglycan glycosylation. 360,000 compounds, 0.22% hits. AID 624168. Pro5-aDG cells, alpha-DG glycosylation AlphaScreen (IIH6); 0% Pro5, 100% B10-LARGE cell signal. activation, % at 10 µM;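 active means activation of at least 8% versus controls, or a plate z-score of at least 8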;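 further: Pro5 are CHO cells carrying HIG-tagged alpha-DG that lacks glycosylation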
Granule exo inh: blocks lytic granule exocytosis. TALL-104 LAMP-1 surface exposure, flow cytometry; cells stimulated with thapsigargin and PMA. inhibition, % at 10 µM. 360,000 compounds, 0.66% hits;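 active means inhibition above about 55%, limit read from the data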
MC4R antagonist: antagonists of human melanocortin 4 receptor (MC4R); P32245; MC4R-expressing cells, MTII-stimulated cAMP, LANCE TR-FRET; inhibition, % at 6.5 µM; 360,000 compounds, 0.48% hits;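 active means inhibition above its plate's cutoff, the mean of tested wells on that plate plus 3 SD, cut at about 29% in these data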;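 further: 0% = Melanotan II alone and 100% = Melanotan II plus saturating MCL0020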
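material = U2OS cells stably expressing human melanocortin 4 receptor (MC4R) | also added = Melanotan II challenge | dosing = single nominal compound dose of 6.5 µM | detection = TR-FRET with Eu-cAMP and labeled anti-cAMP, 671 nm | replication = singlicate | timing = compound 30 min, challenge 1 h, detection 1 h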
ABHD5-PLIN5 inh: ABHD5-PLIN5 protein interaction inhibition; Q00G26+Q8WTS1; Split G. princeps luciferase complementation, luminescence, 4 h; inhibition, % at 4 µM; 360,000 compounds, 0.78% hits; AID 602281;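 active means inhibition above the mean inhibition across every tested compound plus 3 SD, cut at about 22% in these data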;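 further: 0% = DMSO only wells and the 100% control is not disclosed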
Target sequence (Q00G26 whole entry, looked up): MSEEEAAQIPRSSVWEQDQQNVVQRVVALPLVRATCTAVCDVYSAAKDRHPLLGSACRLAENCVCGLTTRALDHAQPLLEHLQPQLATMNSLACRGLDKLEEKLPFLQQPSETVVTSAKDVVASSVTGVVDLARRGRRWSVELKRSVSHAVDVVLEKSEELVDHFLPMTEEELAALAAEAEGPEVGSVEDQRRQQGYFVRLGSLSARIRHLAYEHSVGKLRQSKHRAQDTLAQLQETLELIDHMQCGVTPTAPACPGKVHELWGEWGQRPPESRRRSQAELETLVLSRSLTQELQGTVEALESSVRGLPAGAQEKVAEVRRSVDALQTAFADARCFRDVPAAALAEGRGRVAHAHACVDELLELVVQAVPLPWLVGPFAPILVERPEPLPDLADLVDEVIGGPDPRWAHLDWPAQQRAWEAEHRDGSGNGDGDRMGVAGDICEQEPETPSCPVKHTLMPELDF
Target sequence (Q8WTS1 whole entry, looked up): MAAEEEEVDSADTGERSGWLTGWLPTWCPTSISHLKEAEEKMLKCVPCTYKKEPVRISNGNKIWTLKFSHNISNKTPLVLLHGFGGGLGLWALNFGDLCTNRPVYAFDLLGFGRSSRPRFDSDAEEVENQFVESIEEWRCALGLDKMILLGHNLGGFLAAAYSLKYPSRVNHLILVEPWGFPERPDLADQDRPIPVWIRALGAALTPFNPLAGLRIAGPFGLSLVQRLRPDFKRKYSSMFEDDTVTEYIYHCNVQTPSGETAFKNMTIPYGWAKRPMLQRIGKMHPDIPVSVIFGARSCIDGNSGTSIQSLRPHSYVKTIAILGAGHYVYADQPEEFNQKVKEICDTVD
Glyco luc inh: N-linked glycosylation inhibition; D54 ERlucT glycosylation luciferase reporter, 24 h; percent of 100 nM tunicamycin response; reporter increase, % at 12.5 µM; 360,000 compounds, 0.23% hits; AID 588692;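 active means mean luciferase reporter signal, scaled so untreated is 0 and the glycosylation-blocking control 100, at or above a set limit in every replicate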;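 further: luciferase carries N-glycosylation sites so blocking glycosylation raises the light; 0% = median of neutral control wells and 100% = median of 100 nM tunicamycin wells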
iPSC survival up: increases survival of single human iPS cells; hiPSC single-cell survival, ATPlite luminescence; 100% = ROCK inhibitor wells, 0% = DMSO; survival enhancement, % at 20 µM; 360,000 compounds, 0.044% hits; AID 602274; in the data active means survival enhancement above about 18%;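 further: cells exposed to compounds for 16 hours before the ATP read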
MC4R barr agon: human MC4R agonism via beta-arrestin. P32245. U2OS MC4R beta-arrestin complementation, luminescence; percent of melanotan II response, DMSO zero. AID 540308. 360,000 compounds, 0.98% hits. activation, % at 8.9 µM;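 active means activation above a per-plate cutoff, the mean activation of sample wells on that plate plus 3 SD, cut at about 8% in these data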
ABCB6 inh MLPCN: human ABCB6 transporter inhibition; 360,000 compounds, 0.19% hits; K562-ABCB6 porphyrin accumulation, flow cytometry, 1 h; active compounds read low; Q9NP58; AID 602162; fluorescence ratio to DMSO, % at 10 µM;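 active means fluorescence ratio to DMSO below 75%, the collection mean minus 3 SD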;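 further: signal is porphyrin accumulated inside mitochondria; 100% equals median channel fluorescence of DMSO control wells; lower ratio means ABCB6 inhibition with less porphyrin fluorescence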
Numbers without * were called inactive; · = not tested or not shown. The list is partial; the hit share may differ from the screen's.

1. COC(=O)C1=C(c2ccccc2OCc2ccccc2)C[C@@H]2CC[C@H]1N2C(=O)NCCCOC(C)C
2. NC1=NC(=O)N2CC12 (configuration not stated)
3. CCOc1ccccc1CNCCc1ccc2c(c1)OCO2
4. O=C1C(Cc2cnc[nH]2)NC(=S)N1c1ccccc1 (configuration not stated)
5. C[C@]12CCC(=O)C=C1C=CC1C2CC[C@]2(C)C(=O)CCC12 (some centres not stated)
6. CCN(CC)c1ccc(/C=C2\C(=O)NC(=S)N(c3ccc(OC)cc3OC)C2=O)o1
7. CC(Cc1ccccc1)NC(=O)CCCCC(=O)NC(C)Cc1ccccc1 (configuration not stated)
8. COc1ccc(Cl)cc1C(=O)C1CCCN(CCO)C1 (configuration not stated)
9. CCOCC(=O)NC1CCSC1=O (configuration not stated)
10. Cc1c(Br)c(=O)oc2cc(OCC(=O)N3C[C@H]4C[C@@H](C3)c3cccc(=O)n3C4)ccc12

Assay by compound	1	2	3	4	5	6	7	8	9	10
Cardio protect	-2	2	6	0	8	-2	-1	12	-6	0
HTR2A ag	-5	12	53*	1	12	-2	-6	-6	-2	2
aDG glyco act	0.0	0.2	0.1	-0.1	-0.1	-0.1	-0.1	-0.2	-0.1	-0.3
Granule exo inh	3	-2	10	6	-2	7	5	-1	2	-1
MC4R antagonist	16	-3	2	1	-2	-18	13	2	4	8
ABHD5-PLIN5 inh	8	12	-6	0	15	16	3	-6	-3	6
Glyco luc inh	-1	-1	0	3	-3	4	1	-7	-1	2
iPSC survival up	-2.3	-0.9	-0.5	-0.5	-3.0	0.3	1.1	2.4	0.9	2.7
MC4R barr agon	0.3	-1.3	1.5	-2.0	0.5	-2.8	-0.7	0.3	1.1	-0.5
ABCB6 inh MLPCN	104	98	97	99	101	114	90	99	99	104

11. COc1cccc(N=Nc2c(O)[nH]c(=S)[nH]c2=O)c1
12. Cc1oc(C(=O)Nc2ccc(O)cc2)cc1COc1ccccc1
13. NC1C2CN3CCN(C2)CC1(c1ccccc1)C3 (configuration not stated)
14. COc1cccc(-n2c(-c3ccoc3)nc3ccccc3c2=O)c1
15. CCOC(=O)[C@]12Cc3cc4c(cc3[C@H]1N(Cc1ccccc1)C(=O)c1ccccc12)OCO4
16. Cc1ncoc1C(=O)NCC1=C(c2ccc3ccccc3c2)C[C@@H]2CC[C@H]1N2Cc1ccco1
17. CN1CCCC(C(O)(c2ccccc2)c2ccccc2)C1 (configuration not stated)
18. COC(=O)[C@@H]1C[C@@]1(C)[C@@H](NP(=O)(c1ccccc1)c1ccccc1)c1ccccc1
19. COc1ccccc1C(=O)Nc1ccc2c(c1)CC1(C(=O)N(C)C(=O)N(C)C1=O)C1CCCN21 (configuration not stated)
20. CCS(=O)(=O)NCc1nnc2n1-c1ccc(Br)cc1C(c1ccccc1Cl)=NC2

Assay by compound	11	12	13	14	15	16	17	18	19	20
Cardio protect	-15	-17	5	-1	-2	3	1	19	-8	1
HTR2A ag	-1	-2	1	2	-5	1	1	13	5	4
aDG glyco act	0.2	0.7	0.1	0.0	0.1	0.0	-0.1	-0.2	-0.6	-0.2
Granule exo inh	0	0	-9	-1	-16	-3	-2	-5	-2	-6
MC4R antagonist	-34	6	2	-2	4	3	-3	13	-3	5
ABHD5-PLIN5 inh	6	0	-6	2	-4	-3	9	0	10	2
Glyco luc inh	8	3	-1	0	-8	-2	-2	16	0	-1
iPSC survival up	-0.1	1.4	-0.1	10	1.2	-1.0	0.3	1.6	0.0	-0.4
MC4R barr agon	-2.9	1.1	2.0	-1.0	0.2	-1.0	0.4	-0.7	-1.4	-0.5
ABCB6 inh MLPCN	93	150	97	88	92	96	98	102	99	99

21. Cc1ccc(OCC(=O)N2CCN(Cc3ccc4c(c3)OCO4)CC2)cc1
22. Cc1c(C(c2ccc(O)cc2)c2c(O)c3ccccc3oc2=O)c(=O)n(-c2ccccc2)n1C (configuration not stated)
23. N#C/C=C/C#N
24. CC(=O)C1CCC2C3C(N4CC4)CC4=CC(=O)CCC4(C)C3CCC12C (configuration not stated)
25. COc1ccc(NC2=NCCCS2)cc1OC
26. Cn1c(=O)[nH]c2nncnc2c1=O
27. Cc1nn(Cc2ccccc2)c(C)c1C(=O)O
28. CCOC(=O)C1SC2(C(F)F)CC1(O)c1c(c(OC)c3occc3c1OC)O2 (configuration not stated)
29. Fc1ccc(N2CCN(Cc3ccc4c(c3)OCO4)CC2)cc1
30. Cc1ccccc1C(=O)N1Cc2ccccc2-n2nncc2C1

Assay by compound	21	22	23	24	25	26	27	28	29	30
Cardio protect	4	3	1	6	-2	2	4	42	-12	20
HTR2A ag	2	3	0	4	-9	7	15*	4	-6	3
aDG glyco act	0.6	-0.1	0.0	-0.3	0.3	0.0	-0.3	-0.2	-0.1	-0.1
Granule exo inh	-4	12	0	-2	-5	-2	5	-4	0	-1
MC4R antagonist	2	-1	14	3	-4	12	5	1	-4	4
ABHD5-PLIN5 inh	-6	-1	5	-4	4	0	5	6	-1	0
Glyco luc inh	-1	2	1	-2	-4	-8	1	4	-4	2
iPSC survival up	-3.7	-1.1	-0.2	-3.2	-0.4	-0.1	0.7	-0.6	2.4	-2.2
MC4R barr agon	1.5	-1.0	-0.1	-3.1	-1.1	-1.0	-2.7	0.4	2.0	-1.3
ABCB6 inh MLPCN	92	100	102	102	95	99	98	97	105	92

31. Cc1ccc(-c2nc3ccc(C)cn3c2CC(=O)N(C)C)cc1
32. CC1=CC(=C2C(=O)NC(=O)NC2=O)C=C(C(F)(F)F)N1C(C)C
33. O=C(Cn1nc(-c2ccc(Cl)cc2)ccc1=O)N1CCC2(CC1)OCCO2
34. O=C(N1CCCCCC1)N1CC1
35. COC(=O)c1ccccc1OP(=O)(c1cccc([N+](=O)[O-])c1)c1cccc([N+](=O)[O-])c1
36. CCN(C(=O)COC(=O)C(O)(c1ccccc1)c1ccccc1)c1c(N)n(Cc2ccccc2)c(=O)[nH]c1=O
37. COC(=O)C1=C(c2ccccc2OCc2ccccc2)C[C@@H]2CC[C@H]1N2C(=O)NCc1ccc(C(F)(F)F)cc1
38. CN1CCN(Cc2cn(C)c3ccccc23)CC1CCO (configuration not stated)
39. CCC1(O)CCC2C3CCC4=CC(=O)CCC4C3CCC21CC (configuration not stated)
40. Cn1cc(C=C2C(=O)NC(=O)NC2=O)c2ccccc21

Assay by compound	31	32	33	34	35	36	37	38	39	40
Cardio protect	-4	0	4	0	3	1	-9	8	-9	8
HTR2A ag	29*	-2	2	3	1	8	-5	3	5	4
aDG glyco act	0.3	-0.3	0.0	-0.1	-0.1	0.0	0.6	-0.2	-0.3	-0.1
Granule exo inh	-1	-2	-1	-12	-4	-4	14	-8	3	-6
MC4R antagonist	0	-1	7	3	1	6	9	-1	7	-9
ABHD5-PLIN5 inh	0	1	-4	7	2	1	-5	1	-9	13
Glyco luc inh	-1	0	0	-1	0	1	-13	0	-3	1
iPSC survival up	2.6	-0.6	0.2	-0.6	-0.1	1.1	-1.0	-0.6	2.3	0.8
MC4R barr agon	-0.9	-1.8	-3.4	2.2	-2.1	-2.6	0.8	0.2	1.1	1.7
ABCB6 inh MLPCN	90	102	94	97	102	96	97	97	100	96

From compound 32 as far as 40, as listed above:
32. CC1=CC(=C2C(=O)NC(=O)NC2=O)C=C(C(F)(F)F)N1C(C)C
33. O=C(Cn1nc(-c2ccc(Cl)cc2)ccc1=O)N1CCC2(CC1)OCCO2
34. O=C(N1CCCCCC1)N1CC1
35. COC(=O)c1ccccc1OP(=O)(c1cccc([N+](=O)[O-])c1)c1cccc([N+](=O)[O-])c1
36. CCN(C(=O)COC(=O)C(O)(c1ccccc1)c1ccccc1)c1c(N)n(Cc2ccccc2)c(=O)[nH]c1=O
37. COC(=O)C1=C(c2ccccc2OCc2ccccc2)C[C@@H]2CC[C@H]1N2C(=O)NCc1ccc(C(F)(F)F)cc1
38. CN1CCN(Cc2cn(C)c3ccccc23)CC1CCO (configuration not stated)
39. CCC1(O)CCC2C3CCC4=CC(=O)CCC4C3CCC21CC (configuration not stated)
40. Cn1cc(C=C2C(=O)NC(=O)NC2=O)c2ccccc21

Assay by compound	32	33	34	35	36	37	38	39	40
Cardio protect	0	4	0	3	1	-9	8	-9	8
HTR2A ag	-2	2	3	1	8	-5	3	5	4
aDG glyco act	-0.3	0.0	-0.1	-0.1	0.0	0.6	-0.2	-0.3	-0.1
Granule exo inh	-2	-1	-12	-4	-4	14	-8	3	-6
MC4R antagonist	-1	7	3	1	6	9	-1	7	-9
ABHD5-PLIN5 inh	1	-4	7	2	1	-5	1	-9	13
Glyco luc inh	0	0	-1	0	1	-13	0	-3	1
iPSC survival up	-0.6	0.2	-0.6	-0.1	1.1	-1.0	-0.6	2.3	0.8
MC4R barr agon	-1.8	-3.4	2.2	-2.1	-2.6	0.8	0.2	1.1	1.7
ABCB6 inh MLPCN	102	94	97	102	96	97	97	100	96

(listing goes on)
41. C=C1C(C)C2C(Cc3ccccc3)NC(=O)C23C(OC(C)=O)C=CC(C)(O)CC(C)CC=CC3C1O (configuration not stated)
42. Cn1c(O)c(C2=NNC(c3ccc(Cl)cc3)C2)c(=O)n(C)c1=O (configuration not stated)
43. CCOP(=O)(Nc1ccc2c(c1)C(=NNC(N)=S)c1ccccc1-2)OCC
44. O=C(NC[P+](=O)O)OCc1ccccc1
45. COC(=O)c1ccc(COc2cc(C)cc3oc(=O)c4c(c23)CCCC4)o1
46. CCOc1cc2c(cc1OCC)-n1cccc1C(c1cccc(OCC)c1O)NC2 (configuration not stated)
47. Cc1cccc2nc(-c3ccccc3)c(-c3ccc(CN4CCC(n5c(=O)[nH]c6ccccc65)CC4)cc3)nc12
48. CCCN1CCC2(CC1)NC(CO)(CO)CO2
49. COC(=O)C1=C(c2ccc3ccccc3c2)C[C@@H]2CC[C@H]1N2C(=O)NCc1ccc(F)cc1
50. O=C(CF)NC(NC(=S)Nc1cccc([N+](=O)[O-])c1)C(Cl)(Cl)Cl (configuration not stated)

Assay by compound	41	42	43	44	45	46	47	48	49	50
Cardio protect	6	-7	31	2	27	-3	·	-6	-10	-1
HTR2A ag	11	-15	-5	1	5	1	-7	-1	-13	-2
aDG glyco act	-0.1	-0.1	0.0	-0.2	0.2	-0.1	-0.5	-0.2	1.1	0.2
Granule exo inh	4	1	10	4	24	20	26	-1	18	0
MC4R antagonist	-11	7	11	8	-14	0	·	17	9	1
ABHD5-PLIN5 inh	-8	2	-6	-3	-2	1	3	2	0	-1
Glyco luc inh	2	2	16	1	-3	-2	·	0	-6	0
iPSC survival up	60*	-0.1	5.5	-1.0	0.6	-0.9	-0.6	1.3	3.5	0.0
MC4R barr agon	-1.0	-1.1	-2.9	2.3	1.2	-0.8	·	-1.9	-1.9	-2.8
ABCB6 inh MLPCN	88	106	104	103	102	87	91	104	100	101
